# From PubChem
# Furin inh: human furin inhibitors, primary screen, biochemical, fluorescence intensity; P09958; purified furin, fluorogenic substrate cleavage; inhibition, % at 30 µM; actives 0.061% (n = 220,000); in the data active = inhibition above about 25%; note: inactives centre near -15
# RBBP9 inhibitor: human RBBP9 inhibitors, primary screen, biochemical, fluorescence polarization, FP-Rh probe, HTS; AID 1515, 2009; Serine hydrolase RBBP9 (Homo sapiens), O75884; actives 0.2% (n = 220,000); inhibition, % at 7.94 µM; recombinant RBBP9;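 active = inhibition above the campaign mean of all tested compounds plus 3 SD, cut at about 14% in these data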;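 note: plate controls were DMSO wells with RBBP9 for no effect and wells lacking RBBP9 protein for full effect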
# Target sequence (O75884 whole entry, looked up): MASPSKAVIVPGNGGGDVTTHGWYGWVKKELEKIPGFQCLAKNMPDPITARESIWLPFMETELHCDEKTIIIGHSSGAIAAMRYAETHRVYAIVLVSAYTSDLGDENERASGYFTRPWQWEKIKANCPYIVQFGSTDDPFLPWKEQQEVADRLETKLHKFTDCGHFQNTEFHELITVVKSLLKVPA
#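 Material: RBBP9 protein. Amount: RBBP9 at 2.5 µM in dispensed solution, before mixing. Schedule: 30 min then 45 min, 25 °C. Medium: Tris buffer pH 8.0, NaCl, Pluronic. Measured by: fluorescence polarization. Measure: percent inhibition from mP, scaled between DMSO and no-protein wells. Replication: one well per compound.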
# EBV gp42 inh: Epstein-Barr virus gp42 inhibitors, primary screen, biochemical, uHTS, fluorescence polarization; Glycoprotein 42 (Epstein-Barr virus (strain AG876)), Q1HVG2; Fluorescence polarization binding assay, mP read-out; inhibition, % (tested at 21.74 µM); actives 0.42% (n = 220,000); in the data active = inhibition above about 50%
# m-calpain inh: inhibitors of pig calpain II, primary screen, biochemical, fluorogenic peptide substrate, 1536-well | inhibition, % at 16 µM | AID 1236, 2008 | purified calpain II, 30 min | actives 0.37% (n = 220,000);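 active = inhibition above about 50%, limit read from the data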
# p97 inhibitor: inhibitors of human p97 ATPase, primary screen, biochemical; Transitional endoplasmic reticulum ATPase (Homo sapiens), P55072; recombinant p97 ATPase, Kinase-Glo ATP luminescence, 3 h; inhibition, % at 8 µM; actives 0.42% (n = 220,000); in the data active = inhibition above about 15%;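 note: 0% = DMSO vehicle and 100% = wells lacking enzyme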
# Target sequence (P55072 whole entry, looked up): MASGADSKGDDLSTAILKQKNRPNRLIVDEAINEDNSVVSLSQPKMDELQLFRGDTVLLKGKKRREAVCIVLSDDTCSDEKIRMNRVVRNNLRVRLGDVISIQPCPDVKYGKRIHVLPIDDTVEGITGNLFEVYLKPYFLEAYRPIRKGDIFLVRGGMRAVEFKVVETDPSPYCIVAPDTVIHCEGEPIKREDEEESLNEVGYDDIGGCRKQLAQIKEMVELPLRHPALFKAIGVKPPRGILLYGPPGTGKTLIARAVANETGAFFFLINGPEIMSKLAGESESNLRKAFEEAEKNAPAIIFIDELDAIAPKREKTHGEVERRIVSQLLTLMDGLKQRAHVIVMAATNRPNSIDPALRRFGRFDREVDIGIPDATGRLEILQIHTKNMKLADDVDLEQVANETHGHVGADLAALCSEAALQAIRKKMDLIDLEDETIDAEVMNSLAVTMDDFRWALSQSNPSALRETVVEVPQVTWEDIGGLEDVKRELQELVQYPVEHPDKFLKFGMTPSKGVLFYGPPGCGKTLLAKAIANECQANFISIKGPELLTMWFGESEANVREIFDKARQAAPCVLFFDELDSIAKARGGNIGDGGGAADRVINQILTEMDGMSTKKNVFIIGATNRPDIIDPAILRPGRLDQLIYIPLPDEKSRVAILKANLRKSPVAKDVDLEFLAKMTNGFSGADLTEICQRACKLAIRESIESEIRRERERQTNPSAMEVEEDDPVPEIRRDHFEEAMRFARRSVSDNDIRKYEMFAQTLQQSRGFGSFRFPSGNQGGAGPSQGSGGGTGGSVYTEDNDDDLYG
# Runt-SMMHC FRET: inhibitors of RUNX1 Runt–CBFb-SMMHC binding, primary screen, biochemical, FRET, Cerulean-Runt, Venus-CBFb-SMMHC, uHTS; actives 0.74% (n = 220,000); Cerulean-Runt/Venus-CBFb-SMMHC FRET ratio 530/480, 1 h; inhibition, % at 20 µM; Runt-related transcription factor 1 (Homo sapiens) + Core-binding factor subunit beta …;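 active = mean inhibition across duplicate retests at 20 µM reaching about 50%, limit read from the data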;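 note: 0% = DMSO wells and 100% = wells with excess untagged CBFb-SMMHC; inhibitors lower the FRET ratio by blocking Runt binding to CBFb-SMMHC; some results filed as inactive read as strong as hits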
# p47phox inh: p47phox/p22phox peptide binding inhibitors, primary screen, biochemical, uHTS, NADPH oxidase regulatory subunit; Neutrophil cytosol factor 1 (Homo sapiens), P14598; fluorescence polarization, 2 h; inhibition, % at 24.7 µM; actives 0.53% (n = 220,000);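 active = inhibition above about 30%, limit read from the data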;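 note: 0% = p47phox with labelled peptide and 100% = labelled peptide alone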
# Tb hexokinase: Trypanosoma brucei hexokinase 1 inhibitors, primary screen, biochemical, G6PDH-coupled NADH absorbance, MLSCN library | hexokinase 1 [Trypanosoma brucei] | recombinant TbHK1, G6PDH-coupled NADH A340 | inhibition, % at 10 µM | actives 0.11% (n = 220,000);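 active = inhibition of 50% or more in the single-dose primary screen; inactive = inhibition below 50%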
# Runt-CBFb FRET: inhibitors of RUNX1 Runt–CBFb binding, primary screen, biochemical, FRET, Cerulean-Runt, Venus-CBFb, uHTS; inhibition, % at 20 µM; actives 0.46% (n = 220,000); Cerulean-Runt/Venus-CBFb FRET ratio 530/480, 1 h;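 active = inhibition over about 50% at 20 µM in the single-dose screen, limit read from the data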;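 note: 0% = DMSO wells and 100% = excess unlabeled CBFb competitor control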
#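 Reagent – Venus-CBFb binding partner, 100 nM · Assay system – Cerulean-tagged RUNX1 Runt domain (FRET donor) fusion protein · Input – 100 nM per protein · Incubation – two 1 h room-temperature incubations shielded from light · Measured by – FRET fluorescence · Medium – Tris buffer pH 7.5 with salts and BSA · Benchmarks – unlabeled CBFb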
# Active calls of the source: *; i = inactive; x = not tested or not shown; [ ] = remark or other dose.
canonical_smiles	Furin inh	RBBP9 inhibitor	EBV gp42 inh	m-calpain inh	p97 inhibitor	Runt-SMMHC FRET	p47phox inh	Tb hexokinase	Runt-CBFb FRET
CC(NC(=O)c1ccc(S(=O)(=O)C(F)F)cc1)c1ccccc1 (stereo not drawn)	-22.0	-0.4	-5.9	-0.8	2.7	-1.7	-1.5	0.3	-0.1
CCOC(=O)C(C(=O)OCC)=C1OC(=O)c2ccccc21	-27.4	-7.5	-21.5	-5.3	-1.2	-2.8	0.1	-10.7	-2.8
Cc1ccc(S(=O)(=O)NCCc2ccncc2)cc1C	-6.4	1.0	0.2	-3.5	3.8	0.2	-0.9	-2.4	-0.6
Cc1ccc2sc(NNC(=O)C3COc4ccccc4O3)nc2c1C (stereo not drawn)	-13.8	-1.5	-14.9	1.6	4.5	6.7	-20.8	11.9	11.9
CCOc1ccc(Br)cc1S(=O)(=O)Nc1cccc(S(=O)(=O)N(CC)CC)c1	-21.7	-5.6	3.9	-6.0	1.4	2.4	-2.3	6.2	-4.0
Cc1cc([N+](=O)[O-])nn1CC(=O)N1N=C(C(F)F)CC1(O)C(F)F (stereo not drawn)	-12.4	-5.3	-1.7	-2.0	-2.5	-2.3	-2.6	-7.9	-2.0
CN(C)S(=O)(=O)c1ccc(Cl)c(NC(=O)CSc2nc3ccccc3c(=O)n2CCCN2CCOCC2)c1	-5.6	3.4	-10.3	-26.9	2.0	0.3	23.4	-13.6	-12.3
COc1ccc(-n2nnc3c(SCC(=O)Nc4ccccc4F)ncnc32)cc1	-27.9	-2.2	-11.2	-29.8	6.1	-43.2	0.0	-5.8	-0.6
Cc1cc(C(=O)CN2C(=O)NC3(CCCc4ccccc43)C2=O)c(C)n1C (stereo not drawn)	-2.6[20 µM]	6.3	-18.9	-11.8	0.2	-6.7	-19.2	-13.4	-0.2
Cc1ccccc1Nc1nc(N)nc(-c2oc3ccccc3c2C)n1	-15.6	-11.7	-2.0	-23.2	11.6	2.0	-33.9	-17.8	-2.8
N#CC1=C(S)N(c2ccc(F)cc2)C(c2ccco2)NC1=O (stereo not drawn)	-24.1	-4.6	-18.2	-24.6	0.0	3.4	-14.5	-2.7	4.7
Cc1ccc(-c2nc(CN(Cc3c(C)nn(C)c3C)C(C)C)c(C)o2)o1	-16.2	-8.6	-0.2	-32.9	-5.8	-3.8	-6.0	-10.0	0.4
O=C(CSc1nnnn1C1CCCCC1)N1CCCC1	0.3	-0.5	0.9	-16.3	6.2	-5.0	-8.4	32.6	-2.6
Cc1ccc(C2N(c3cccc(Cl)c3)C(=O)N3CCCN23)cc1 (stereo not drawn)	-5.4	4.1	-13.3	11.6	5.7	-6.0	-7.4	-15.1	-1.5
Cc1ccc(-c2nc(N3CCOCC3)sc2C(=O)N2CCCCC2)cc1	-9.6	-5.4	-12.7	5.8	0.1	2.1	0.5	-6.8	-2.6
Cn1c(=O)[nH]c(=O)c2c1nc([N+](=O)[O-])n2Cc1ccccc1	12.7	-0.2	-12.6	1.5	12.1	5.4	-3.8	-6.4	6.5
CCOc1ccccc1NC(=O)COC(=O)CSc1ccc(Cl)cc1	-11.6	-7.0	-11.4	32.8	-7.1	-2.3	-6.5	25.4	-3.5
O=C(Nc1cccc(F)c1)c1coc(=O)c(Br)c1	-14.6	-2.6	3.8	3.5	-1.1	6.8	-18.8	-32.8	2.6
COC(=O)c1c(C)oc(C)c1S(=O)(=O)N(C)C1CCCCC1	-12.6	7.2	-7.7	-17.8	2.6	-0.1	8.3	1.8	-1.5
CCNS(=O)(=O)c1ccc(OC)c(C(=O)NC2CCCCC2)c1	-22.5	-2.8	-11.8	12.7	3.9	-2.5	-4.5	-2.7	0.4
O=C(NCSc1ccncn1)c1ccccc1	9.0	-0.9	-23.3	-5.1	1.8	-3.9	-1.3	28.4	13.6
CCCCNC(=S)NNC(=O)c1ccncc1	-16.6	5.3	-9.1	26.1	3.4	0.3	-3.7	-22.5	1.2
CCOC(=O)c1cc2sc(C)cc2n1CC(=O)N1CCc2ccccc21	-6.8[20 µM]	-7.0	-25.8	-15.1	-0.1	-3.5	-12.6	2.7	2.2
COc1cccc(CN(C)CC(=O)NC(=O)NCc2ccccc2)c1	-7.8	-2.0	-27.1	16.3	6.0	0.9	-4.7	20.1	-0.8
CC(C)Cn1c(N)c(C=O)c(=O)n(C)c1=O	-15.9	3.9	-12.6	-12.1	5.1	-4.4	0.6	-1.1	1.5
CCOC(=O)c1sc(-c2ccc(OC)cc2)cc1NC(C)=O	-41.1	10.4	-2.8	i	1.7	-9.2	-9.4	7.1	-7.3
O=C(COC(=O)c1cccc(N2C(=O)c3ccccc3C2=O)c1)Nc1ccccc1	-20.2	-5.2	-3.1	16.5	0.6	-1.1	9.5	-2.2	0.3
C#CCOCCOCCOCCNc1nc(N2CCOCC2)nc(N2CCN(C(=O)[C@H]([C@@H](C)CC)n3cc([C@@H](N)Cc4ccc(O)cc4)nn3)CC2)n1	-14.0	-7.3	-0.7	6.4	0.3	52.1	17.9	4.4	0.1
COc1cc(NC(=O)CN2C(=O)CN(C)C2=O)c(C)cc1[N+](=O)[O-]	-18.5	9.8	-11.8	-3.3	4.2	-0.8	3.3	-4.8	2.0
O=S(=O)(N1CCCCC1)N1CCN(CC(O)COc2ccc3cc(Br)ccc3c2)CC1 (stereo not drawn)	-11.1[20 µM]	-6.0	-10.9	-0.1	-13.6	-6.0	-4.3	-11.5	-1.7

# Remaining list, next part:
Structure | Furin inh | RBBP9 inhibitor | EBV gp42 inh | m-calpain inh | p97 inhibitor | Runt-SMMHC FRET | p47phox inh | Tb hexokinase | Runt-CBFb FRET
CCOC(=O)c1c(NC(=O)CNCCOC)sc2c1CCCC2 | -19.4[20 µM] | -0.1 | -22.4 | -13.2 | -3.9 | -1.2 | -26.8 | -6.4 | 5.0
CCn1c(=O)[nH]c2cc(C(=O)Nc3cc(C)cc(C)c3)ccc2c1=O | -21.3 | -12.6 | -9.1 | -54.8 | 2.6 | -4.3 | -5.0 | -1.8 | 1.6
O=C(O/N=C/C1=C(Cl)c2ccccc2CC1)c1ccc(F)cc1 | -21.1[20 µM] | -5.7 | -17.5 | -14.4 | 1.8 | -3.7 | -6.5 | -8.3 | -0.6
O=C(Nc1ccc(Cl)cc1)NC1CCCC1Cc1ccco1 (stereo not drawn) | -19.1 | -7.1 | -9.1 | 39.9 | -1.9 | 3.8 | -28.5 | 9.8 | 0.3
CCOC(=O)CN1C(=O)C(O)(CC(=O)c2ccco2)c2ccccc21 (stereo not drawn) | -13.5 | -8.0 | -14.8 | -11.8 | 3.1 | -2.5 | -9.7 | 2.6 | -3.5
O=C1CC(=O)N(c2ccccc2)N1c1ccccc1 | -17.0 | -5.5 | -4.5 | -7.2 | 0.3 | -0.1 | -24.3 | 27.0 | -6.0
CCOC(=O)C1=C(C)NC(=O)NC1c1cc2c(cc1Br)OCO2 (stereo not drawn) | -13.8[20 µM] | -1.4 | -9.5 | -9.9 | -5.0 | -6.5 | -5.0 | 1.4 | 0.0
CCOC(=O)c1c(C)n(C)c2cc(Br)c(C)cc12 | -19.0[20 µM] | 5.0 | -10.3 | -10.7 | 1.6 | -7.0 | -6.9 | -9.0 | -5.3
COCCn1c(-c2ccccc2Cl)nc2c(c(=O)c3ccccc3n2C)c1=O | 11.1 | 1.3 | 3.7 | -23.0 | -2.1 | -3.8 | -4.0 | -6.3 | -0.6
CCCCNc1nc2c(-c3ccccc3)nnn2c2ccccc12 | -27.5 | -4.8 | -9.9 | -265.6 | 9.0 | -28.4 | -17.1 | -15.8 | 0.5
C[C@@H]1CCC[C@]2(O[C@H](CCO)C[C@H](O)[C@H]2O)O1 | -7.1 | x | -14.1 | 5.7 | x | -19.2 | 1.5 | -7.1 | 0.2
O=C1CN2NC(=S)N(c3ccccc3)C2=CN1c1ccc(Cl)cc1 | -25.3 | -0.1 | 2.1 | -21.3 | 3.3 | 1.3 | -3.8 | 3.4 | 1.0
c1csc(-c2noc(CN3CCOCC3)n2)c1 | -8.5 | -0.8 | -4.3 | -10.1 | 9.1 | 2.7 | -6.2 | -0.9 | 2.6
C=CCN1C=C2C(=O)C(C)(OC(=O)c3cccs3)C(=O)C=C2C=C1CCCC(=O)OC (stereo not drawn) | 0.0 | x | 2.0 | 7.6 | x | -2.6 | 18.8 | -45.5 | 1.2
CCCCNC(=O)CNC(=S)N(Cc1ccccc1)Cc1cccs1 | -18.3 | -4.6 | -6.6 | 30.9 | -2.7 | -0.3 | 3.8 | 3.0 | 0.0
COc1cccc(C(=O)NC2CCN(CC(=O)NCc3ccccc3OC)CC2)c1 | -12.9[20 µM] | -8.8 | -6.8 | -6.9 | 0.3 | 3.3 | -7.8 | -3.2 | 1.3
Oc1ccc(NCc2cccc(OCc3ccccc3)c2)cc1 | -34.3 | 4.2 | 10.4 | 2.8 | 10.5 | -1.5 | -4.8 | -1.8 | 6.5
COc1ccc(-c2[nH]ncc2CN2CCCC(C(=O)c3ccc(OC)cc3OC)C2)cc1 (stereo not drawn) | -32.4 | -3.4 | 7.8 | -23.1 | 0.5 | -0.7 | -2.7 | -3.6 | 1.3
N/C(=N\OC(=O)Nc1ccc(Cl)cc1)c1ncc(C(F)(F)F)cc1Cl | -21.1[20 µM] | -3.0 | 8.3 | 23.3 | -0.3 | 1.1 | 10.8 | -1.6 | 1.9
Cc1cccc(NC(=O)CSc2nnc(CNC(=O)c3cccs3)o2)c1C | -12.8 | -0.3 | -6.0 | 45.7 | 4.8 | 2.0 | 5.6 | -1.2 | 0.2
Cc1ccc(NC(=S)N(CCCN2CCOCC2)Cc2ccccn2)cc1 | -23.8 | 0.6 | -2.7 | 4.9 | -2.3 | -1.3 | -20.5 | -4.2 | 2.9
CC(C)Cc1[nH]c(=O)c(C#N)c2c1COC(C)(C)C2 | -11.2 | -9.4 | -14.2 | -44.6 | -4.5 | 1.8 | -4.1 | -33.7 | -0.2

# Ordered by value in p47phox inh (rising): some entries from above
Structure | Furin inh | RBBP9 inhibitor | EBV gp42 inh | m-calpain inh | p97 inhibitor | Runt-SMMHC FRET | p47phox inh | Tb hexokinase | Runt-CBFb FRET
Cc1ccc(NC(=S)N(CCCN2CCOCC2)Cc2ccccn2)cc1 | -23.8 | 0.6 | -2.7 | 4.9 | -2.3 | -1.3 | -20.5 | -4.2 | 2.9
COc1ccc(-c2[nH]ncc2CN2CCCC(C(=O)c3ccc(OC)cc3OC)C2)cc1 (stereo not drawn) | -32.4 | -3.4 | 7.8 | -23.1 | 0.5 | -0.7 | -2.7 | -3.6 | 1.3
N/C(=N\OC(=O)Nc1ccc(Cl)cc1)c1ncc(C(F)(F)F)cc1Cl | -21.1[20 µM] | -3.0 | 8.3 | 23.3 | -0.3 | 1.1 | 10.8 | -1.6 | 1.9
